Screens as filed in PubChem.
Cl transport mod = modulators of human KCC2 chloride dependent transport; AID 1456; B-score of Tl+ flux slope (higher = more flux/activation; lower = inhibition) at 10 µM; KCC2 cells, thallium flux FluoZin-2 fluorescence; 2.2% of 190,000 active; Q9H2X9;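 active = thallium flux slope and its plate-corrected score both differing from the plate sample mean at a set confidence after two filtering rounds, in either direction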;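 note: slope of fluorescence scaled to starting intensity during 10 to 20 s after thallium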
m-calpain inh = blocks pig calpain II enzyme activity; AID 1236; inhibition, % at 16 µM; purified calpain II, fluorogenic peptide substrate, 30 min; 0.37% of 220,000 active;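 active = inhibition above about 50%, limit read from the data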
Thrombin inh = inhibitors of human thrombin. P00734. alpha-thrombin, Boc-VPR-AMC fluorogenic substrate cleavage. inhibition, % at 5 µM. 0.26% of 220,000 active. AID 1046;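 active = inhibition at or above 40%; inactive = inhibition below 40%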;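 note: 0% = enzyme with no compound and 100% = wells without enzyme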
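Material: human alpha-thrombin protein; Also added: Boc-VPR-AMC substrate, 15 µM final; Timing: enzyme reaction carried out at room temperature; Signal: fluorescence, ex 355 nm, em 460 nm; Measure: % inhibition of thrombin; Controls: enzyme without compound as high, wells lacking enzyme as low.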
PPC-1+TRAIL kill = PPC-1 cancer cell killing with TRAIL present; cell killing (% activity), % at 4 µM; 0.41% of 220,000 active; PPC-1 cells + TRAIL, ATPLite viability luminescence; AID 1443;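 active = cell killing above 50% in the first pass at 4 µM, then a duplicate retest at 5 µM averaging 50% or more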;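 note: plate controls were cells with TRAIL plus DMSO for no effect and medium-only wells lacking cells for full effect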
Furin inh = inhibitors of human furin; P09958; purified furin, fluorogenic substrate cleavage; inhibition, % at 30 µM; 0.061% of 220,000 active; AID 463115; in the data active = inhibition above about 25%; note: inactives centre near -15
Target sequence (P09958 108-714 limits assumed): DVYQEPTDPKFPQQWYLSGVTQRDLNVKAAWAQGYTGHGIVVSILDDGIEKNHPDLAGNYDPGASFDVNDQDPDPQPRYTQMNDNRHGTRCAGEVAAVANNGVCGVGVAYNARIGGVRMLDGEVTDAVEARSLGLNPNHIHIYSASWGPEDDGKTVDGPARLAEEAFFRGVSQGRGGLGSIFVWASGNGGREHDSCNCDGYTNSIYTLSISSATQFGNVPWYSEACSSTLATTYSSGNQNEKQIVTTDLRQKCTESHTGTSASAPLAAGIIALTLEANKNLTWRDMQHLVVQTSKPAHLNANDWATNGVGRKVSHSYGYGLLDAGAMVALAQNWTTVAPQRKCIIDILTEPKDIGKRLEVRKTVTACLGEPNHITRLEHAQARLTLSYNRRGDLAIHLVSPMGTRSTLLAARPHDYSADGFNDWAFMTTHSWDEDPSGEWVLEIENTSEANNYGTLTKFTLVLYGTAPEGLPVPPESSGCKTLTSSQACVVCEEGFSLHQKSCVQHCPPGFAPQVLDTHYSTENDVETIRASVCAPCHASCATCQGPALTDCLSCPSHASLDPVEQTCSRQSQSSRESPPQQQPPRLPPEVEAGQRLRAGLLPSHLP
zfTRPN1 agonist = agonists of zebrafish TRPN1 channel; AID 1424; 0.18% of 220,000 active; activation, % at 3 µM; HEK293 zebrafish TRPN1-YFP, Fluo-8 calcium fluorescence; 100% = response to 87 µM carbachol;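 active = activation above its plate's cutoff, the mean activation of test wells on that plate plus 3 SD, cut at about 19% in these data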;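 note: 0% = DMSO alone and 100% = 87 µM carbachol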
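System: zebrafish TRPN1-YFP in HEK293 cells / Dosing: 3 µM single point / Timing: dye loading 1 h at 37 °C, then 30 min room temperature / Signal: Fluo-8 calcium fluorescence, excitation 470-495 nm, emission 515-575 nm / Read-out basis: percent activation from peak over basal fluorescence ratio, control-normalized / Control set: high carbachol 87 µM, low DMSO alone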
TRPML3 agonist = human mucolipin-3 channel agonism | Q8TDD5 | HEK293 TRPML3-YFP, Fluo-8 calcium fluorescence; 100% = the carbachol control signal | activation, % at 3 µM | 0.29% of 220,000 active | AID 1448;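 active = activation above its plate's cutoff, the mean activation of the plate's test wells plus 3 SD, cut at about 12% in these data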;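 note: 0% = DMSO only wells and 100% = carbachol wells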
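Test system – HEK293 line with stable expression of human TRPML3-YFP channel · Control set – carbachol 87 µM final as high control (100%), DMSO as low control (0%) · Signal – Fluo-8 calcium dye fluorescence, ex 470-495, em 515-575 nm · Incubation – 1-h 37 °C dye load, 5-s basal, 120-s post-compound reads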
Tb hexokinase = T. brucei hexokinase 1 inhibition; recombinant TbHK1, G6PDH-coupled NADH A340; inhibition, % at 10 µM; 0.11% of 220,000 active; AID 1430;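 active = inhibition of 50% or more in the single-dose primary screen; inactive = inhibition below 50%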
EBV gp42 block = blocks Epstein-Barr virus glycoprotein 42 binding; Fluorescence polarization binding assay, mP read-out; 0.42% of 220,000 active; inhibition, % (tested at 21.74 µM); AID 1085; in the data active = inhibition above about 50%
Target sequence (Q1HVG2 whole entry, looked up): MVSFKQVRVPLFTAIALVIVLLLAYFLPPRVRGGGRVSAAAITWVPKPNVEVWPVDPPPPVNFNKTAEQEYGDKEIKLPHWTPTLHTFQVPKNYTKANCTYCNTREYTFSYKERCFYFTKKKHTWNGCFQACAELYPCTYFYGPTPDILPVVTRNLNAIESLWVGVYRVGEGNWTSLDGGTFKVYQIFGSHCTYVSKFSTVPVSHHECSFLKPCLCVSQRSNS
Active calls of the source: *; [ ] = dose if it differs, or a comment.

For O=C(NNC(=O)c1csc(-c2cccnc2)n1)Nc1ccc(Cl)cc1 the results were Cl transport mod -0.33, m-calpain inh 5, Thrombin inh 4, PPC-1+TRAIL kill 31, Furin inh 4, zfTRPN1 agonist 3.2, TRPML3 agonist 1.6, Tb hexokinase 2 and EBV gp42 block -8.
For O=C(COc1ccc(S(=O)(=O)NC2CCCCC2)cc1)NC1CCCC1 the results were Cl transport mod 0.39, m-calpain inh 19, Thrombin inh -2, PPC-1+TRAIL kill 10, Furin inh 8, zfTRPN1 agonist 4.8, TRPML3 agonist 0.5, Tb hexokinase 7 and EBV gp42 block 14.
For CCOc1ccc(-n2cnc3c(=O)[nH]c(N)nc32)cc1 the results were Cl transport mod -0.4, m-calpain inh 8, Thrombin inh -5, PPC-1+TRAIL kill 9, Furin inh -13, zfTRPN1 agonist 0.5, TRPML3 agonist 0.8, Tb hexokinase -6 and EBV gp42 block 1.
`O=C(C1CCN(S(=O)(=O)c2ccc(Br)s2)CC1)N1CCN(C2CCCCC2)CC1` gave Cl transport mod -0.39, m-calpain inh 10, Thrombin inh 9, PPC-1+TRAIL kill 5, Furin inh -20, zfTRPN1 agonist 1.6, TRPML3 agonist 2.6, Tb hexokinase -8 and EBV gp42 block 7.
COc1ccc(N2C(=O)C(O)C2c2ccc(C)cc2)cc1 (stereo not drawn) was read as Cl transport mod -0.48, m-calpain inh 1, Thrombin inh 0, PPC-1+TRAIL kill 4, Furin inh -7, zfTRPN1 agonist -0.7, TRPML3 agonist 0.5, Tb hexokinase -7 and EBV gp42 block -8.
C=CCN1CC(c2nc3ccccc3n2Cc2cccc3ccccc23)CC1=O (stereo not drawn) was read as Cl transport mod 0.096, m-calpain inh -9, Thrombin inh -5, PPC-1+TRAIL kill -2, Furin inh 4[20 µM], zfTRPN1 agonist 2.6, TRPML3 agonist 0.4, Tb hexokinase 0 and EBV gp42 block -4.
Screening CCCNC(=O)c1ccc2c(=O)c(O)c(-c3ccsc3)[nH]c2c1 returned Cl transport mod 0.87, m-calpain inh -369, Thrombin inh -4, PPC-1+TRAIL kill 30, Furin inh -22, Tb hexokinase -27 and EBV gp42 block -8.
Screening CC(=O)Nc1ccc(Oc2cc(N)cc([N+](=O)[O-])c2)cc1 returned m-calpain inh 39, Thrombin inh -1, PPC-1+TRAIL kill -10, Furin inh -22, zfTRPN1 agonist 1.9, TRPML3 agonist 0.5, Tb hexokinase 4 and EBV gp42 block -3.
`CCN1CCN(c2ccc(NC(=O)Cc3ccccc3)cc2)CC1` gave Cl transport mod 0.13, m-calpain inh 10, Thrombin inh -2, PPC-1+TRAIL kill -22, Furin inh -16[20 µM], zfTRPN1 agonist 1.6, TRPML3 agonist 1.1, Tb hexokinase 4 and EBV gp42 block -7.
O=C(c1cccc(C(=O)N2CCN(c3ccccc3)CC2)c1)N1CCN(c2ccccc2)CC1 was read as Cl transport mod 0.7, m-calpain inh -8, Thrombin inh -4, PPC-1+TRAIL kill 9, Furin inh -22[20 µM], zfTRPN1 agonist 4.0, TRPML3 agonist 0.7, Tb hexokinase -12 and EBV gp42 block -13.
For CCN(CC)S(=O)(=O)c1ccc(N2CCN(S(=O)(=O)c3ccc4c(c3)OCCO4)CC2)nc1 the results were m-calpain inh -12, Thrombin inh 0, PPC-1+TRAIL kill 27, Furin inh -18[20 µM], zfTRPN1 agonist 0.5, TRPML3 agonist 1.2, Tb hexokinase -4 and EBV gp42 block -11.
Screening O=C(NC(=S)Nc1ccc(S(=O)(=O)N2CCCCC2)cc1)c1ccccc1 returned Cl transport mod 0.66, m-calpain inh -10, Thrombin inh -5, PPC-1+TRAIL kill -3, Furin inh -5[20 µM], zfTRPN1 agonist 0.4, TRPML3 agonist 1.4, Tb hexokinase 1 and EBV gp42 block -16.
`CC(C)(C)c1[nH]nc2c1C(C1C=CCCC1)C(C#N)=C(N)O2` (stereo not drawn) gave Cl transport mod -0.46, m-calpain inh -12, Thrombin inh -2, PPC-1+TRAIL kill 0, Furin inh -24[20 µM], zfTRPN1 agonist -1.2, TRPML3 agonist 0.0, Tb hexokinase 2 and EBV gp42 block 0.
For Cn1c(=O)cc(SCC(=O)Nc2ccccn2)c2ccccc21 the results were Cl transport mod -1.3, m-calpain inh -7, Thrombin inh 0, PPC-1+TRAIL kill 13, Furin inh -15, zfTRPN1 agonist -0.1, TRPML3 agonist -0.2, Tb hexokinase -16 and EBV gp42 block -1.
`C/C(=N\N=C1\NC(=O)CC(C(=O)O)S1)c1ccc(F)cc1` (stereo not drawn) gave Cl transport mod -0.078, m-calpain inh -3, Thrombin inh -2, PPC-1+TRAIL kill 13, Furin inh -10, zfTRPN1 agonist 1.1, TRPML3 agonist 0.5, Tb hexokinase 20 and EBV gp42 block -26.
`O=C1CCCCCN1Cc1ccccc1` gave Cl transport mod 0.12, m-calpain inh 4, Thrombin inh 4, PPC-1+TRAIL kill 10, Furin inh -12[20 µM], zfTRPN1 agonist 0.1, TRPML3 agonist 0.7, Tb hexokinase 3 and EBV gp42 block -13.
For CC(C)NC(=O)C1(c2ccccc2)CC1(Cl)Cl (stereo not drawn) the results were Cl transport mod -0.27, m-calpain inh -7, Thrombin inh -5, PPC-1+TRAIL kill 19, Furin inh -29, zfTRPN1 agonist 0.6, TRPML3 agonist 0.0, Tb hexokinase 3 and EBV gp42 block -11.
For COc1ccc(CN(C)CC(=O)Nc2cccc(S(N)(=O)=O)c2)c(OC)c1OC the results were Cl transport mod 0.29, m-calpain inh -20, Thrombin inh 10, PPC-1+TRAIL kill 17, Furin inh -14, zfTRPN1 agonist 0.8, TRPML3 agonist 0.4, Tb hexokinase 1 and EBV gp42 block -3.
Screening Cc1nn(Cc2ccc(F)cc2)c(C)c1NC(=O)c1noc2c1CCCCC2 returned Cl transport mod 0.14, m-calpain inh -9, Thrombin inh -3, PPC-1+TRAIL kill 4, Furin inh -15, zfTRPN1 agonist 3.1, TRPML3 agonist 0.8, Tb hexokinase 3 and EBV gp42 block 7.
CCOC(=O)CSc1snnc1-c1ccccc1 was read as Cl transport mod 0.059, m-calpain inh 27, Thrombin inh -5, PPC-1+TRAIL kill 48, Furin inh -8[20 µM], zfTRPN1 agonist -1.2, TRPML3 agonist -0.5, Tb hexokinase -6 and EBV gp42 block 0.
For CC(=O)Nc1nc(C)c(-c2csc(Nc3ccc(O)cc3)n2)s1 the results were Cl transport mod -1.3, m-calpain inh 24, Thrombin inh 0, PPC-1+TRAIL kill 11, Furin inh 1[20 µM], zfTRPN1 agonist 0.6, TRPML3 agonist -0.2, Tb hexokinase -11 and EBV gp42 block -7.
`CC(=O)N(CC(=O)Nc1nn(-c2ccccc2)nc1C(N)=O)Cc1ccccc1` gave Cl transport mod -0.62, m-calpain inh -64, Thrombin inh 3, PPC-1+TRAIL kill -8, Furin inh -18, zfTRPN1 agonist 0.1, TRPML3 agonist -0.1, Tb hexokinase 0 and EBV gp42 block -24.
Nc1nonc1C(=O)NCCNCc1cc(Br)ccc1OCc1ccccc1F was read as Cl transport mod -2.1, m-calpain inh 75*, Thrombin inh -14, PPC-1+TRAIL kill 9, Furin inh -5[20 µM], zfTRPN1 agonist 0.0, TRPML3 agonist -0.6, Tb hexokinase 5 and EBV gp42 block -3.
For COc1ccc(Cc2nnc(Nc3ccc(Cl)cc3)[nH]c2=O)cc1 the results were Cl transport mod -0.082, m-calpain inh 15, Thrombin inh -7, PPC-1+TRAIL kill -2, Furin inh -2, zfTRPN1 agonist 0.2, TRPML3 agonist -0.3, Tb hexokinase -5 and EBV gp42 block -21.
For COc1ccc(C(=O)CNc2ccc3ccccc3c2)cc1 the results were Cl transport mod -0.22, m-calpain inh -13, Thrombin inh -2, PPC-1+TRAIL kill 32, Furin inh -15, zfTRPN1 agonist 1.4, TRPML3 agonist 0.9, Tb hexokinase 5 and EBV gp42 block -7.
For Cc1ccc(S(C)(=O)=N/C=C2\C(=O)c3sccc3N(C)S2(=O)=O)cc1 (stereo not drawn) the results were Cl transport mod -1.9, m-calpain inh 8, Thrombin inh -3, PPC-1+TRAIL kill 21, Furin inh 2, zfTRPN1 agonist -0.6, TRPML3 agonist 0.5, Tb hexokinase -58 and EBV gp42 block 0.
`CN(C)S(=O)(=O)c1ccc(C(=O)N2CCN(S(=O)(=O)c3cccs3)CC2)cc1` gave m-calpain inh -29, Thrombin inh -1, PPC-1+TRAIL kill 29, Furin inh -18, zfTRPN1 agonist 1.4, TRPML3 agonist 1.1, Tb hexokinase -5 and EBV gp42 block -4.
`CC(=C1C(=O)c2ccccc2C1=O)N1CCN(c2ccccn2)CC1` gave Cl transport mod 0.29, m-calpain inh -6, Thrombin inh -2, PPC-1+TRAIL kill 2, Furin inh -4[20 µM], zfTRPN1 agonist -0.8, TRPML3 agonist -0.5, Tb hexokinase -11 and EBV gp42 block -12.
Screening CCCC(=O)c1ccc(N2CCN(C(=O)c3ccccc3)CC2)c(F)c1 returned Cl transport mod -0.17, m-calpain inh 16, Thrombin inh -4, PPC-1+TRAIL kill 2, Furin inh -9, zfTRPN1 agonist 4.7, TRPML3 agonist 2.8, Tb hexokinase -12 and EBV gp42 block -9.
For COc1ccc(CN=C2NN=C(c3cccc(OC)c3)CS2)cc1 the results were Cl transport mod -1.9, m-calpain inh 12, Thrombin inh -10, PPC-1+TRAIL kill 16, Furin inh -14, zfTRPN1 agonist -0.8, TRPML3 agonist -0.3, Tb hexokinase -11 and EBV gp42 block -9.
Screening COc1ccc(C2(CNC(=O)c3cccs3)CCOCC2)cc1 returned Cl transport mod -0.016, m-calpain inh 7, Thrombin inh -5, PPC-1+TRAIL kill 27, Furin inh -10, zfTRPN1 agonist -0.2, TRPML3 agonist 0.1, Tb hexokinase -1 and EBV gp42 block -1.

Already shown: 3 of the compounds above.
`O=C1CCCCCN1Cc1ccccc1` gave Cl transport mod 0.12, m-calpain inh 4, Thrombin inh 4, PPC-1+TRAIL kill 10, Furin inh -12[20 µM], zfTRPN1 agonist 0.1, TRPML3 agonist 0.7, Tb hexokinase 3 and EBV gp42 block -13.
For CC(C)NC(=O)C1(c2ccccc2)CC1(Cl)Cl (stereo not drawn) the results were Cl transport mod -0.27, m-calpain inh -7, Thrombin inh -5, PPC-1+TRAIL kill 19, Furin inh -29, zfTRPN1 agonist 0.6, TRPML3 agonist 0.0, Tb hexokinase 3 and EBV gp42 block -11.
For COc1ccc(CN(C)CC(=O)Nc2cccc(S(N)(=O)=O)c2)c(OC)c1OC the results were Cl transport mod 0.29, m-calpain inh -20, Thrombin inh 10, PPC-1+TRAIL kill 17, Furin inh -14, zfTRPN1 agonist 0.8, TRPML3 agonist 0.4, Tb hexokinase 1 and EBV gp42 block -3.
